TAAR1 antag = antagonists of human TAAR1 | Q96RJ0 | CHO RD-HGA16 TAAR1, Fluo-8 calcium fluorescence, antagonist | inhibition, % at 3 µM | 360,000 tested, 1.5% active | AID 624466;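 active = inhibition above a per-plate cutoff, the mean inhibition of test compounds on that plate plus 3 SD, cut at about 49% in these data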;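 note: 0% = DMSO plus EC80 beta-PEA response and 100% = DMSO alone without agonist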
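Material: CHO RD-HGA16 cells bearing hTAAR1; compound dosing: one-point dosing, 3 µM nominal final; schedule: dye loading 75 min at 37 °C, then 30 min room temperature; measured by: calcium fluorescence with Fluo-8; control set: vehicle and agonist controls; replication: n of 1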
CHO-K1 Ca antag = M1 antagonist counterscreen hit in parental CHO-K1 cells; ATP-induced calcium, Fluo-8 fluorescence; inhibition, % at 3 µM; 360,000 tested, 0.6% active; AID 602250;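 active = inhibition above a per-plate cutoff, the plate's mean sample inhibition plus 3 SD, cut at about 24% in these data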;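 note: 0% = DMSO plus EC80 ATP and 100% = DMSO alone without ATP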
V1aR counter = activates human V1a receptor in oxytocin agonist counter-screen. activation, % at 3 µM. P37288. CHO-V1R cells, Fluo-8 calcium fluorescence, agonist mode; 0% DMSO, 100% 3 nM vasopressin. 320,000 tested, 0.25% active;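 active = activation above the mean activation of all tested compounds plus 3 SD, per screening run, cut at about 20% in these data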;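 note: signal is peak over basal fluorescence ratio across a 100 second FLIPR read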
Target sequence (P37288 whole entry, looked up): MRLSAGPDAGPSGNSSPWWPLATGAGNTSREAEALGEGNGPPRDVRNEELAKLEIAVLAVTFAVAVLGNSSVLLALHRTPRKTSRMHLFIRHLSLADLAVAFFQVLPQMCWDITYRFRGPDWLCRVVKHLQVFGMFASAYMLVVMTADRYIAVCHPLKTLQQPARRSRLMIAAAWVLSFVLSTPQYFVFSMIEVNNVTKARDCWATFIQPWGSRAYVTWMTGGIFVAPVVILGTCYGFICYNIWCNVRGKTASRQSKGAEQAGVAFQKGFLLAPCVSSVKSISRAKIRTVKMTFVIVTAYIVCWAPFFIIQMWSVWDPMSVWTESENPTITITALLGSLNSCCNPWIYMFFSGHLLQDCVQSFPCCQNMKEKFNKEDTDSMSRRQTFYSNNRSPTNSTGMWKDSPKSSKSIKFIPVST
CHO-K1 Ca PAM = counter-screen for M1 PAMs: effect in parental CHO-K1 cells; 360,000 tested, 0.02% active; AID 602247; activation, % at 3 µM; ATP EC20, Fluo-8 calcium fluorescence; 0% at ATP EC20, 100% at ATP max;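 active = activation above the run cutoff, the mean activation of all test compounds plus 3 SD, cut at about 40% in these data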;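 note: peak over basal fluorescence ratio in a 140 s read after ATP addition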
M1 ag = activates human CHRM1 receptor; 360,000 tested, 0.33% active; CHO-K1 hM1, Fluo-8 calcium fluorescence, agonist mode; 0% DMSO, 100% acetylcholine EC100; activation, % at 3 µM; P11229;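 active = activation above the run's mean compound activation plus 3 SD, cut at about 16% in these data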;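 note: peak over basal fluorescence ratio within a 140 s kinetic read after compound addition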
Target sequence (P11229 whole entry, looked up): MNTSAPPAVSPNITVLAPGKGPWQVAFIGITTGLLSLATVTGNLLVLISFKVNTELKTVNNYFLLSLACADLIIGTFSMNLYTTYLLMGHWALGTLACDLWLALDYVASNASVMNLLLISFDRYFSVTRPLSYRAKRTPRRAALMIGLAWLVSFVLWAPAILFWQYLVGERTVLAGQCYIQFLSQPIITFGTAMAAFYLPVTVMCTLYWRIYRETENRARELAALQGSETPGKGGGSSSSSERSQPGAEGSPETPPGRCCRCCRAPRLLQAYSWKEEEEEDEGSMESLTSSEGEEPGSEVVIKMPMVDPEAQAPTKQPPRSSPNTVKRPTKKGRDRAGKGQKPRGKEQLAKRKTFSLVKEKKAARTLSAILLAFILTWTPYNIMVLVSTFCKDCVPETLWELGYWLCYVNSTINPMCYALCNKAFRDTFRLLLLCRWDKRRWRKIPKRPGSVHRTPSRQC
CHO parental Ca = counter-screen for OX1R antagonists: effect in parental CHO cells | parental CHO-K1, ATP-induced calcium, Fluo-8 fluorescence | inhibition, % at 5.6 µM | 330,000 tested, 0.63% active;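 active = inhibition above that plate's mean sample inhibition plus 3 SD, cut at about 26% in these data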;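 note: 0% = ATP-challenged DMSO wells and 100% = DMSO wells without ATP; some compounds past the cut are filed as inactive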
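Assay system – parental CHO cells · Reagent – ATP stimulus · Detection – intracellular calcium via Fluo-8 no-wash fluorescent dye · Evaluation – percent inhibition of ATP-evoked calcium rise, normalized to controls · Controls – ATP wells versus no-ATP DMSO wells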
OXTR potentiator = human OXTR potentiation; CHO-OTR cells, Fluo-8 calcium fluorescence, potentiator mode; 0% = oxytocin EC15, 100% = EC100; activation, % at 3 µM; 320,000 tested, 0.061% active;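 active = activation above that plate's cutoff, the mean activation of tested compounds plus 3 SD, cut at about 6.6% in these data, passing the limit was not always enough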;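 note: 100% uses oxytocin at 75 nM as the full agonist control; some results filed as inactive read as strong as hits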
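test system = CHO-OTR cells, human receptor | compound = single-point 3.0 µM | schedule = 6 min compound pre-incubation at room temperature, 100 s kinetic read | signal = Fluo-8 no-wash calcium dye fluorescence, excitation 470-495 nm, emission 515-575 nm | repeats = single well per compound, singlicate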
CHO-K1 Ca ag = counter-screen for M1 agonists: effect in parental CHO-K1 cells | AID 602248 | Fluo-8 calcium fluorescence; scaled to maximal ATP response, vehicle zero | activation, % at 3 µM | 360,000 tested, 0.48% active; in the data active = activation above about 15%;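 note: untransfected CHO-K1 host cells lacking M1 receptor as counterscreen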
TAAR1 agonist = human TAAR1 agonism; CHO RD-HGA16 TAAR1, Fluo-8 calcium fluorescence; vehicle wells 0%, saturating PEA agonist 100%; Q96RJ0; activation, % at 3 µM; 360,000 tested, 0.99% active;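 active = activation above the mean activation of all test compounds in the run plus 3 SD, cut at about 38% in these data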
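Repeats: no replicates (n 1) | Material: CHO-derived RD-HGA16 cells with stable Gα16 and human TAAR1 | Technique: Kinetic Fluo-8 calcium fluorescence | Schedule: 17-24 h seeding, 75 min 37 °C dye, 30 min RT | Evaluation: % activation from peak over basal fluorescence ratio, DMSO-to-PEA scaled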
* = called active by the depositor; . = not tested or not shown. Compounds were not picked by outcome; any-hit rate near 3.3%.

SMILES	TAAR1 antag	CHO-K1 Ca antag	V1aR counter	CHO-K1 Ca PAM	M1 ag	CHO parental Ca	OXTR potentiator	CHO-K1 Ca ag	TAAR1 agonist
CCOC(=O)c1sc(NC(=S)NC(=O)c2cccc(Cl)c2)c(C(=O)OCC)c1C	.	16	1.1	-6	-2	0	0	-0.5	.
CCOC(=O)C1Nc2ccc(C(F)(F)F)cc2C2C=CCC12 (centres undefined)	-5	1	-1.4	-14	-1	-3	-7	-0.6	0
COc1cc(/C=C/C(=O)OCC(=O)N2CCCC2)cc(OC)c1OC	9	-13	-1.0	4	-2	-8	-6	0.2	1
CC(=O)N1CCc2cc(S(=O)(=O)NCCC(=O)N3CCc4ccccc4C3)ccc21	.	5	7.4	6	1	3	-8	3.1	.
COc1ccccc1N1CCN(CCS(=O)(=O)c2cc(Cl)ccc2Cl)CC1	-2	-5	.	1	-2	.	.	0.7	0
O=C(CSc1cccc2cccnc12)N/N=C/c1cccnc1	10	3	0.1	10	-6	22	0	3.1	5
NC(=O)C1(N2CCCCC2)CCN(C(=S)Nc2ccccc2)CC1	-14	2	1.7	20	-7	0	-6	14	6
COc1ccc(Nc2nc(N)c([N+](=O)[O-])c(NC3CCCCC3)n2)cc1	-29	-2	-0.7	5	1	-52	-11	1.9	22
COC(=O)C1C2C=CC3(CN(CC4CCCO4)C(=O)C13)O2 (centres undefined)	0	-2	1.3	7	-2	-7	-17	0.2	4
Cc1cc(NC(=O)CSc2nc(N)c(NC(=O)c3ccco3)c(=O)[nH]2)no1	9	-1	0.5	-23	0	3	-6	1.3	0
COc1cc(CCC(=O)Nc2cnc3ccccc3c2)cc(OC)c1OC	1	-9	0.4	16	-3	-12	-2	2.5	0
CCCC(CCC)=NNC(=O)c1ccccc1F	7	9	1.6	-2	-4	-11	-2	3.9	7
COc1ccc(S(=O)(=O)N(C)C)cc1NC(=O)Cc1cccs1	-4	-8	1.2	15	-4	6	6	3.0	-1
CC(=O)N1C(C)c2ccccc2C(C)(C)CC12CCCCC2 (centres undefined)	3	-13	-1.5	25	-2	-19	2	0.0	4
Cc1ccc(C(=O)NC(=S)NCc2ccccc2)cc1Br	-27	-8	-0.4	11	-3	-20	-11	0.6	6
O=C(NCC(F)(F)F)c1ccc(S(=O)(=O)NCCc2ccc3c(c2)OCCO3)cc1	6	-2	.	13	-1	.	.	5.3	5
CCCc1nc2ccc(NC(=O)NCCC(=O)OCC)cc2c(=O)n1Cc1ccc(Cl)cc1	24	7	0.3	-7	-1	-29	-6	-0.4	9
CCC(=O)N1CCc2cc(Br)cc(S(=O)(=O)CC(=O)OC)c21	.	-9	-0.4	19	-4	-2	-15	0.3	.
COc1cc(-c2ccc(NC(=O)NC3CC3)c(OC)c2)ccc1NC(=O)NC1CC1	28	.	1.5	.	.	-16	-1	.	5
O=C(CCc1nc2ccccc2c(=O)[nH]1)OCC(=O)c1ccc(C2CCCCC2)cc1	-9	-9	1.3	24	-4	4	-6	-0.2	1
COc1ccc(C2OC(=O)CC2C(=O)NCc2ccc(F)cc2)cc1OC (centres undefined)	1	-2	-0.7	-11	-3	4	-18	0.6	0
O=C1CN(C(=S)NC(=O)c2ccc(-c3ccccc3)cc2)CCN1	-1	7	-0.5	-12	-3	-11	-3	11	4
S=C(Nc1cccc(Br)c1)c1ccccc1	-3	-13	-1.0	20	-9	-8	3	1.7	0
Cc1c(Nc2ncnc3c2cnn3-c2ccccc2)c(=O)n(-c2ccccc2)n1C	-2	-3	-0.4	6	-12	9	4	0.0	-2
O=C(O)C1C2C=CC(C2)C1C(=O)NCc1cccnc1 (centres undefined)	-6	-7	0.9	25	-4	-1	2	0.4	4
The list continues:
SMILES	TAAR1 antag	CHO-K1 Ca antag	V1aR counter	CHO-K1 Ca PAM	M1 ag	CHO parental Ca	OXTR potentiator	CHO-K1 Ca ag	TAAR1 agonist
Cc1ccc(CN2C(=O)CCC2C(=O)NCCN2CCN(c3cccc(Cl)c3)CC2)cc1 (centres undefined)	-25	2	0.3	-2	-4	-23	-2	1.3	4
Cc1ccc(-c2nnn3c2nc(Cl)c2ccccc23)cc1	-24	-13	.	15	-3	.	.	0.4	5
CN(Cc1ccccc1)C1CCNCC1	-2	-5	-0.2	-9	-1	-5	-1	2.6	3
CC(=O)c1nnn(-c2ccccc2C#N)c1C	-24	-12	0.6	21	0	-9	5	1.1	0
O=C(NCc1ccccc1OC(F)(F)F)C1CCC(=O)N(CCCN2CCOCC2)C1 (centres undefined)	10	-2	.	-2	-3	.	.	0.0	0
NS(=O)(=O)c1ccc(NC(=O)CN2CCN(Cc3ccccc3)CC2)cc1	-14	11	0.3	0	-5	-3	-14	-0.2	2
CCCCN(C)CCn1c(=S)[nH]c2ccc(N3CCOCC3)cc2c1=O	0	-2	0.2	10	-7	-7	-3	-0.3	2
COc1ccc(/C=C/C(=O)N/C(=C\c2ccco2)C(=O)NCCc2nc3ccccc3[nH]2)cc1	35	25*	2.8	-12	-5	-30	-6	1.0	6
CN(CC(=O)Nc1cccc2ccccc12)C(=O)c1cccc(S(=O)(=O)N(C)C)c1	-20	-9	3.3	13	-2	-22	-19	0.7	8
CCN(CC(=O)Nc1c(F)cccc1F)C(=O)c1ccc(Cl)c(S(=O)(=O)N2CCCCC2)c1	-4	2	3.7	-18	-1	-7	-6	0.9	0
CC(C)CN(C(=O)CN(C)CC(=O)Nc1ccccc1C#N)c1c(N)n(CC(C)C)c(=O)[nH]c1=O	-31	-20	1.7	29	-1	-7	-6	1.6	7
O=C(C1CCN(S(=O)(=O)c2cccs2)CC1)N1CCCCC1	-15	12	1.0	-8	0	-7	-3	0.1	1
Cc1ccc(NS(=O)(=O)c2cn(C)c(=O)n(C)c2=O)c(C)c1	-5	2	0.3	5	-2	-6	0	0.1	2
NN=C(c1ccccc1)c1ccccc1	-52	0	-1.9	-10	-4	-23	-2	0.4	3
NC(=O)C1CCN(C(=O)c2ccc(Cl)c(S(=O)(=O)N3CCCCCC3)c2)CC1	-9	-10	0.3	0	-3	-7	1	0.7	5
CCn1c(COc2ccccc2)nnc1SCC(=O)Nc1ccc2c(c1)OCCO2	-13	-4	-1.1	-1	-4	-15	0	0.2	15
O=C(COC(=O)c1cccs1)Nc1ccccc1Cl	13	-9	-0.3	-4	-5	-4	2	0.3	0
CCCCn1c(SCC(=O)N(C)C)nnc1-c1ccncc1	-10	-20	-0.5	6	-2	-17	-6	0.4	4
Cc1ccc(S(=O)(=O)CCC(=O)OCC(=O)NCCc2ccc(F)cc2)cc1	4	-7	-1.4	9	-5	3	-9	0.8	0
CCOC(=O)c1ccc2[nH]c(C)cc(=O)c2c1	3	-2	0.0	6	-1	-8	-8	0.1	7
CN(Cc1ccccc1)c1cc2c(c3c1ccn3C)C1CCC2C1 (centres undefined)	-25	-20	.	17	-3	.	.	0.5	3
COc1cc(OC)cc(C(=O)N(CCCN2C(=O)c3cccc4cccc(c34)C2=O)c2cccc(OC)c2)c1	23	6	1.7	18	-5	-12	-7	11	2
CN(C)/N=C/c1ccc(Sc2ccc([N+](=O)[O-])cc2[N+](=O)[O-])o1	-8	-1	-1.0	14	-8	-5	-1	0.2	0
C#CCN(C[C@H]1[C@H](OC(=O)NC2CCCC2)[C@H](OC(=O)NC2CCCC2)C[C@@H](C(=O)OC)[C@H]1C(=O)OC)S(=O)(=O)c1ccc(C)cc1	6	-12	.	12	-9	.	.	0.1	0
O=C(/C=C/c1cccc([N+](=O)[O-])c1)NCCSCc1ccc(Cl)cc1Cl	25	-6	5.0	12	-1	-9	-4	0.9	10
Following part.
SMILES	TAAR1 antag	CHO-K1 Ca antag	V1aR counter	CHO-K1 Ca PAM	M1 ag	CHO parental Ca	OXTR potentiator	CHO-K1 Ca ag	TAAR1 agonist
COc1cccc(NC(=O)CSc2nnc(Cc3cccs3)n2-c2ccc(C)cc2)c1	-9	-13	1.8	22	5	2	-11	0.5	18
CC1(C)C(CSc2nc3ccccc3[nH]2)C1(Cl)Cl (centres undefined)	8	-5	-1.9	9	-13	-9	-10	2.7	10
O=C(Nc1ccccc1F)Nc1ccccc1N1CCCCC1	0	-1	-0.8	4	-5	-41	-13	1.6	5
CCSCc1nnc(SCC(=O)Nc2nccs2)n1CC	-6	-14	0.2	11	-5	16	-1	2.3	0
Cc1ccsc1C(=O)Nc1ccccc1N1CCOCC1	6	3	-1.0	3	-5	-5	1	0.0	2
O=C(c1csc2c1CCCC2)N1CCN(c2ccccc2)CC1	-3	6	-0.8	6	-2	-16	0	0.2	16
O=C(NCC1CCCCC1)c1ccc(Br)o1	-10	-9	-0.1	9	-3	3	2	0.8	1
Cn1ccnc1SCC(=O)c1ccc2ccccc2c1	-2	-14	-0.2	21	-2	-11	-11	1.4	1
Cc1ccc(NC2=CC(=O)C(=O)c3ccccc32)cc1	17	-7	-0.9	14	-2	-22	-13	0.5	4
C/C(=N\OCc1ccc(C#N)cc1)c1ccc(S(=O)(=O)N(C)C)cc1	23	9	4.8	-7	-3	10	-9	15*	0
C/C(=N\NC(=O)C(O)c1ccccc1)c1ccc(Cl)cc1 (centres undefined)	-11	-14	0.1	21	-2	-2	-3	0.5	4
Cc1cc(C)n(Cc2ccc(F)cc2)c(=O)c1C#N	.	-7	7.8	15	-7	-9	-5	1.0	.
O=C(/C=C/c1ccc(Cl)cc1Cl)N1CCc2ccccc21	9	9	-1.4	-6	-7	-14	0	-0.5	7
Cc1ccccc1C(=O)NC(=S)Nc1cccc(NC(=O)C(C)C)c1	10	9	3.1	15	-4	-14	-11	5.4	4
C=CCC1(/C=N/O)CCOC(C)(C)C1 (centres undefined)	-7	-6	0.4	-10	-2	2	-4	0.3	3
CC(Cc1cccs1)NC(=S)Nc1ccc(F)cc1 (centres undefined)	8	15	3.1	9	-6	0	-4	4.8	8

An excerpt of these results, with bars between the fields.
SMILES | TAAR1 antag | CHO-K1 Ca antag | V1aR counter | CHO-K1 Ca PAM | M1 ag | CHO parental Ca | OXTR potentiator | CHO-K1 Ca ag | TAAR1 agonist
Cc1cc(C)n(Cc2ccc(F)cc2)c(=O)c1C#N | . | -7 | 7.8 | 15 | -7 | -9 | -5 | 1.0 | .
O=C(NCC1CCCCC1)c1ccc(Br)o1 | -10 | -9 | -0.1 | 9 | -3 | 3 | 2 | 0.8 | 1
CCSCc1nnc(SCC(=O)Nc2nccs2)n1CC | -6 | -14 | 0.2 | 11 | -5 | 16 | -1 | 2.3 | 0
C=CCC1(/C=N/O)CCOC(C)(C)C1 (centres undefined) | -7 | -6 | 0.4 | -10 | -2 | 2 | -4 | 0.3 | 3

Assay outcomes: PubChem, The Scripps Research Institute Molecular Screening Center
